# Source: PubChem BioAssay
# AddAB inh – growth inhibition of E. coli expressing H. pylori AddAB, primary screen, AddAB inhibitor project, absorbance; inhibition, % at 11.9 µM; 330,000 compounds, 0.29% hits; in the data active = inhibition above about 12%;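 also: 0% = vehicle wells of infected cells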
# PfHsp90 yeast 2 – growth inhibition of PfHsp90-expressing yeast, primary screen, antimalarial PfHsp90 inhibitor project, S. cerevisiae, BacTiter-Glo luminescence, single point, set 2. BacTiter-Glo ATP, 48 h; yeast lacking PDR1 and PDR3 efflux regulators. inhibition, % at 9.4 µM. 310,000 compounds, 0.32% hits. AID 504621, 2011;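 active = every replicate shows inhibition above about 80%, whatever the replicate mean, limit read from the data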;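 also: 0% = DMSO neutral controls and 100% = 20 µM radicicol positive controls; yeast relying on Plasmodium falciparum Hsp90 in place of its own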
# Tat export inh – E. coli Tat export inhibitors, primary screen, MC4100, TorA-mCherry reporter, fluorescence, single point; AID 488895, 2010; inhibition, % at 10 µM; 340,000 compounds, 0.036% hits;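 active = mean replicate inhibition at least 50% and at least half of replicates individually reaching 50%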;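 also: exported cargo escapes ClpAP degradation while cytoplasmic cargo is degraded and loses fluorescence; 0% = median of neutral control wells and 100% = median of NaSCN control wells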
# MOR-DOR ag – agonists of OPRM1-OPRD1 heterodimerization, primary screen, cell-based, luminescence; Mu-type opioid receptor (Homo sapiens) + Delta-type opioid receptor (Homo sapiens), …; cells; activation, % at 9.3 µM; 340,000 compounds, 0.3% hits; AID 504326, 2011; in the data active = activation above about 18%;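 also: 0% = vehicle-treated cells and 100% = reference agonist; values of inactives mirror those of a sister screen read the other way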
# Target sequence (P35372 whole entry, looked up): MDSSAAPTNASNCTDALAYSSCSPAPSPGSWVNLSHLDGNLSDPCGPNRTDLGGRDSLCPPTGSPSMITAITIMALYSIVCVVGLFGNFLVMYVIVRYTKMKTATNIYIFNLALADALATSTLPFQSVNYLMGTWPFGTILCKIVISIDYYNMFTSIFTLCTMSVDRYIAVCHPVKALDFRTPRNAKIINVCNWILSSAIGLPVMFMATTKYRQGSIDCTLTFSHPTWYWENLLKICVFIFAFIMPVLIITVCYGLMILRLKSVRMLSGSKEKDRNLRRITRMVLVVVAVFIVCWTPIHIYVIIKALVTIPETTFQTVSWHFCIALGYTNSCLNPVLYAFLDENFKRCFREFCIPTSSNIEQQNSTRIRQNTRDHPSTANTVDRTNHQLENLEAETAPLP
# Target sequence (P41143 whole entry, looked up): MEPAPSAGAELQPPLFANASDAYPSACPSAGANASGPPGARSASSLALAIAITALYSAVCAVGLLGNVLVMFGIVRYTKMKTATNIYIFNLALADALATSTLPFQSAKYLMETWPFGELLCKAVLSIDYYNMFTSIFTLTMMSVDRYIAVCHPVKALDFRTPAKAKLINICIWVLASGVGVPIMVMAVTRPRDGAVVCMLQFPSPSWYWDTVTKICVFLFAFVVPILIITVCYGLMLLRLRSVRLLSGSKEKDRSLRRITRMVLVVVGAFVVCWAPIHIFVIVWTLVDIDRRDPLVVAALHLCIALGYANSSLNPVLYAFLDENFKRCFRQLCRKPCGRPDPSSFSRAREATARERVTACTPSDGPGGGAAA
# DSG3 Ab inh – inhibitors of pemphigus antibody binding to DSG3, primary screen, biochemical, bead-based, flow cytometry, scFv-GFP; Desmoglein-3 (Homo sapiens), P32926; DSG3-coupled beads, scFv-anti-DSG3-GFP binding; stronger effect = lower value; 310,000 compounds, 0.48% hits; binding (percent of control), % at 10 µM; AID 588358, 2011;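 active = binding more than 3 SD below its plate's average and above zero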; also: some compounds called inactive have numbers as strong as hits
# PKA-R1A activ – activators of PKA-R1A holoenzyme, primary screen, biochemical, fluorescence polarization, Cy5-IP20, bovine R1A, mouse PKAc; PKA-R1A dissociation; scaled: DMSO 0%, 113 µM cGMP 100%; activation, % at 11.4 µM; 340,000 compounds, 0.083% hits; AID 504707, 2011;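 active = percent activation above the mean of all tested compounds plus 3 SD, cut at about 19% in these data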;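 also: higher means more PKAc released from R1A so a rise in polarization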
# MOR-DOR inv ag – inverse agonists of MOR-DOR heterodimerization, primary screen, cell-based, luminescence. inhibition, % at 9.3 µM. 340,000 compounds, 0.21% hits. Mu-type opioid receptor (Homo sapiens) + Delta-type opioid receptor (Homo sapiens), …. cell-based MOR-DOR heterodimer luminescence, inverse agonism; in the data active = inhibition above about 22%, passing the limit was not always enough;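 also: 0% = cells with DMSO and 100% = wells without cells with DMSO; values of inactives mirror those of a sister screen read the other way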
# phage Ecoli inh – growth loss of phage-infected E. coli, primary screen, RecBCD inhibitor project, absorbance, with phage, HTS. 360,000 compounds, 0.26% hits. inhibition, % at 11.9 µM. AID 651602, 2012; in the data active = inhibition above about 11%
# E coli growth – E. coli V3065 growth inhibition, primary screen, counter-screen for AddAB inhibitor project, absorbance, OD600; 18 h; inhibition, % at 11.9 µM; 330,000 compounds, 0.27% hits; AID 449728, 2010;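 active = inhibition above the campaign's mean inhibition across all tested compounds plus 3 SD, cut at about 9.9% in these data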;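 also: uninfected addAB+ strain grown without phage in ampicillin broth; 0% = DMSO wells and 100% = ciprofloxacin 0.95 µg/ml wells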
# SUMO Mot1 rescue – yeast Mot1-301 growth rescue at high temperature, primary screen, SUMOylation pathway inhibitor project, S. cerevisiae, ATP luminescence, 38.5C; S. cerevisiae Mot1-301 growth rescue; percent above DMSO median, 100 means doubled; growth rescue, % at 18.8 µM; 320,000 compounds, 1% hits; AID 2716, 2010;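 active = every valid replicate shows activation above 250% relative to neutral control wells; inactive = the rest, any valid replicate at or below 250%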;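 also: OY570 slx delta 5 strain wells were the positive control but not used for scaling; some compounds called inactive have numbers as strong as hits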
# Arrestin-AP2 inh – inhibitors of beta-arrestin/AP2 binding, primary screen, biochemical, GPCR trafficking, flow cytometry | inhibition, % at 10 µM | 340,000 compounds, 0.31% hits | FITC-arrestin peptide / GST-AP2 beads; AP2 beta2 appendage carries R879A mutation | beta-arrestin 1 C-terminal peptide binding to AP2 beta2-adaptin appendage (human);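 active = inhibition above a set limit, near 3 SD of compounds lacking own fluorescence, cut at about 54% in these data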;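 also: plate controls were DMSO wells for no effect and 5 µM unlabelled arrestin peptide for full effect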
#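 Assay system: GST-AP2 R879A bound to glutathione beads, E. coli-expressed; Medium: PBS with 0.05% Tween 20 and 0.1% BSA; Also added: fluorescein-tagged arrestin peptide at 50 nM final; Timing: 12 min plus 1 h, RT; Measured by: flow cytometry, FL1 (488/535 nm); Evaluation: percent drop in bead-associated FITC signal.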
# Active calls of the source: *; i = inactive; / = no result given.
nr | molecule | AddAB inh | PfHsp90 yeast 2 | Tat export inh | MOR-DOR ag | DSG3 Ab inh | PKA-R1A activ | MOR-DOR inv ag | phage Ecoli inh | E coli growth | SUMO Mot1 rescue | Arrestin-AP2 inh
1 | CCc1ccc(Nc2n[n+](-c3ccccc3)c(-c3ccc(SC)cc3)s2)cc1 | 2.1 | 18 | 7 | 1.1 | 96 | 1 | -6 | -0.2 | -1.4 | -1 | 1
2 | CC(C)(C)c1ccc(/C=C2\CCn3c2nc2cc(C(=O)O)ccc2c3=O)cc1 | -1.1 | -13 | -8 | -2.0 | 111 | -6 | 9 | / | 0.2 | -8 | 17
3 | CCOc1[nH]n(-c2ccccc2)c(=O)c1C=Nc1ccc(F)cc1F | 1.4 | / | -1 | 0.7 | 83 | -1 | -4 | 5.3 | -2.5 | 2 | -7
4 | CC(C)(C)[C@@H]1C=C(C(=O)NCc2ccccc2)O[C@H](OCc2ccc(CO)cc2)C1 | 3.4 | -2 | -1 | -1.4 | 104 | -1 | 8 | 2.1 | 1.3 | 78 | -5
5 | COc1ccc(OC)c(N)c1 | 1.6 | 41 | -14 | 4.6 | / | 2 | -29 | 3.0 | -0.1 | -5 | 3
6 | Cc1ccc(-c2nnc(N3CCCCCC3)c3ccccc23)cc1 | 4.4 | 0 | -1 | 9.1 | / | -13 | -68 | 3.8 | 4.0 | i | -1
7 | COc1ccccc1N1CCN(S(=O)(=O)CCNC(=O)CCCc2ccccc2)CC1 | -0.4 | / | 14 | -1.2 | 97 | -8 | 8 | 2.1 | -0.6 | -10 | 12
8 | Cc1ccc(C(=O)NCCc2nc3ccccc3[nH]2)cc1[N+](=O)[O-] | 1.8 | -106 | -2 | -0.7 | 97 | 6 | 5 | 0.2 | -0.4 | -23 | 0
9 | CCOc1ccccc1C(=O)OCC(=O)NCC1CCCO1 (centres undefined) | 0.6 | / | 1 | -3.5 | 100 | -1 | 14 | 2.3 | 0.7 | 45 | 10
10 | CC(=O)c1cc(-c2ccccc2)n(CCC(=O)NC2CCC(C)CC2)c1C (centres undefined) | -1.0 | 17 | -3 | 1.0 | 102 | 1 | -5 | 0.8 | -2.4 | 12 | 7
11 | CC(NC(=O)c1cc(S(=O)(=O)N(C)C)ccc1N1CCCC1)C1CC2CCC1C2 (centres undefined) | -1.2 | 17 | 3 | -0.9 | 113 | -16 | 4 | 1.5 | -1.2 | -16 | 3
12 | CN(c1cccc(Cl)c1)S(=O)(=O)c1cccc(C(=O)NC2=NCCS2)c1 | 1.2 | 3 | 0 | -1.9 | / | -6 | 9 | 1.9 | -2.2 | -12 | 6
13 | Cc1cccc(C)c1NC(=O)CN(C1CCCCC1)S(C)(=O)=O | 2.2 | 16 | 10 | -1.0 | 102 | -3 | 5 | 1.2 | -1.3 | -6 | 7
14 | NC(=O)c1c(NC(=O)COC(=O)c2ccc(O)c(Cl)c2)sc2c1CCCC2 | -1.7 | 0 | -6 | -0.9 | 127 | -7 | 5 | 0.5 | -4.0 | 11 | 32
15 | CCN(CCn1cccn1)C(=O)CC1C(=O)NCCN1Cc1cc(OC)cc(OC)c1 (centres undefined) | 4.0 | 8 | 1 | 1.1 | 112 | -7 | -8 | 2.8 | -1.3 | -8 | 0
16 | CC(C)Cc1nc2ccc(N)cc2[nH]1 | 1.9 | 11 | 3 | -0.2 | 111 | -3 | 1 | 4.1 | -1.0 | -19 | -15

# A draw from above in order of molar mass, lowest first:
nr | molecule | AddAB inh | PfHsp90 yeast 2 | Tat export inh | MOR-DOR ag | DSG3 Ab inh | PKA-R1A activ | MOR-DOR inv ag | phage Ecoli inh | E coli growth | SUMO Mot1 rescue | Arrestin-AP2 inh
5 | COc1ccc(OC)c(N)c1 | 1.6 | 41 | -14 | 4.6 | / | 2 | -29 | 3.0 | -0.1 | -5 | 3
9 | CCOc1ccccc1C(=O)OCC(=O)NCC1CCCO1 (centres undefined) | 0.6 | / | 1 | -3.5 | 100 | -1 | 14 | 2.3 | 0.7 | 45 | 10
6 | Cc1ccc(-c2nnc(N3CCCCCC3)c3ccccc23)cc1 | 4.4 | 0 | -1 | 9.1 | / | -13 | -68 | 3.8 | 4.0 | i | -1
8 | Cc1ccc(C(=O)NCCc2nc3ccccc3[nH]2)cc1[N+](=O)[O-] | 1.8 | -106 | -2 | -0.7 | 97 | 6 | 5 | 0.2 | -0.4 | -23 | 0
10 | CC(=O)c1cc(-c2ccccc2)n(CCC(=O)NC2CCC(C)CC2)c1C (centres undefined) | -1.0 | 17 | -3 | 1.0 | 102 | 1 | -5 | 0.8 | -2.4 | 12 | 7
14 | NC(=O)c1c(NC(=O)COC(=O)c2ccc(O)c(Cl)c2)sc2c1CCCC2 | -1.7 | 0 | -6 | -0.9 | 127 | -7 | 5 | 0.5 | -4.0 | 11 | 32
12 | CN(c1cccc(Cl)c1)S(=O)(=O)c1cccc(C(=O)NC2=NCCS2)c1 | 1.2 | 3 | 0 | -1.9 | / | -6 | 9 | 1.9 | -2.2 | -12 | 6
11 | CC(NC(=O)c1cc(S(=O)(=O)N(C)C)ccc1N1CCCC1)C1CC2CCC1C2 (centres undefined) | -1.2 | 17 | 3 | -0.9 | 113 | -16 | 4 | 1.5 | -1.2 | -16 | 3
15 | CCN(CCn1cccn1)C(=O)CC1C(=O)NCCN1Cc1cc(OC)cc(OC)c1 (centres undefined) | 4.0 | 8 | 1 | 1.1 | 112 | -7 | -8 | 2.8 | -1.3 | -8 | 0
7 | COc1ccccc1N1CCN(S(=O)(=O)CCNC(=O)CCCc2ccccc2)CC1 | -0.4 | / | 14 | -1.2 | 97 | -8 | 8 | 2.1 | -0.6 | -10 | 12

# Next section
nr | molecule | AddAB inh | PfHsp90 yeast 2 | Tat export inh | MOR-DOR ag | DSG3 Ab inh | PKA-R1A activ | MOR-DOR inv ag | phage Ecoli inh | E coli growth | SUMO Mot1 rescue | Arrestin-AP2 inh
17 | Fc1ccc(CSc2ncnc3c2ncn3C2CCCCO2)cc1 (centres undefined) | / | 15 | 1 | 0.1 | / | -3 | -1 | 1.9 | / | / | 18
18 | CCCNS(=O)(=O)c1ccc(CCC(=O)Nc2cc(Cl)ccc2Oc2ccccc2)cc1 | / | 10 | 1 | -2.2 | 102 | 3 | 13 | 2.0 | / | / | 7
19 | CCOc1cc(N2CCOCC2)c(OCC)cc1NC(=O)C1CCCC1 | 0.4 | -3 | -1 | -0.3 | 99 | -6 | 2 | 0.1 | -0.2 | 24 | 4
20 | CCOc1cc(C)c(C(C)C)cc1S(=O)(=O)n1cnc(C)c1 | 0.1 | 8 | 2 | / | / | / | / | 2.6 | -0.6 | 235 | 4
21 | O=C1CSC(c2ccncc2)N1Cc1ccco1 (centres undefined) | 1.1 | 1 | 15 | -1.7 | 80* | -4 | 9 | 2.8 | 2.2 | 6 | 6
22 | CC(=O)c1sc(NC(=O)Cc2c(F)cccc2Cl)nc1C | 1.8 | -2 | 2 | 1.1 | 126 | 8 | -9 | -0.2 | -3.6 | 60 | -1
23 | COc1ccc(CCNC(=O)COc2nsnc2N2CCOCC2)cc1OC | 2.8 | 6 | -5 | -2.7 | / | -1 | 14 | 3.8 | -2.3 | 4 | 5
24 | O=c1cc(-c2ccccc2)c2c([nH]1)CCCC2 | / | -16 | 3 | 2.0 | 102 | 3 | -11 | 2.0 | / | / | -14
25 | Cc1cccc(C)c1NC(=O)CSc1nnnn1C | -0.5 | 12 | 5 | -2.1 | 102 | -10 | 12 | 2.1 | -1.7 | 81 | 12
26 | O=C(O)c1ccccc1S(=O)(=O)Cc1ccccc1 | -0.4 | 5 | -9 | -0.1 | 91 | 3 | 1 | 1.1 | 0.2 | -6 | 10
27 | O=c1cc(-c2ccc(O)c(O)c2)oc2ccc3ccccc3c12 | / | -3 | -2 | 4.6 | 99 | -12 | -31 | 8.9 | / | / | 6
28 | COc1ccc2sc(-c3ccc(N(C)C)cc3)c(C#CCCO)c2c1 | -0.4 | -3 | -5 | -0.4 | 97 | 18 | 2 | 2.5 | 0.7 | -18 | -8
29 | Cc1cc(-c2cc(N)n(-c3ccccc3)n2)c(C)n1C1CCCC1 | 2.2 | 1 | 24 | 2.4 | 89 | -11 | -14 | 1.4 | 0.2 | -13 | 3
30 | CC(C)CCNC(=O)c1ccc2c(c1)N(C)C(=O)c1ccccc1S2 | -1.2 | 5 | -5 | -3.1 | 96 | -13 | 17 | -0.1 | -2.2 | 143 | 2
31 | O=C/C=C/c1c(-c2ccccc2)cc2oc3ccccc3cc1-2 | -0.4 | -21 | 12 | -6.4 | 102 | 1 | 29 | -1.4 | -3.1 | 9 | -6
32 | CS(=O)(=O)NCCCNc1c(Cl)cccc1[N+](=O)[O-] | 3.3 | 35 | -9 | -0.3 | 106 | -4 | 1 | 3.3 | -0.5 | 3 | -4
33 | Cc1cc(=O)[nH]c(NCc2ccc(Cl)cc2)n1 | -0.3 | 9 | -5 | 1.0 | 90 | -18 | -5 | 2.4 | 0.7 | 5 | -9
34 | COc1ccc(F)cc1C(=O)C1CCCN(Cc2cnc(N3CCCC3)s2)C1 (centres undefined) | -0.2 | 2 | 9 | -1.6 | 101 | 2 | 8 | 0.9 | -0.3 | 259 | 8
35 | COc1cc(/C=C/C(=O)OCC(=O)NCCc2ccc(F)cc2)ccc1OC(F)F | -0.7 | / | 2 | 3.3 | 93 | -4 | -17 | 2.4 | -1.9 | -20 | 13
36 | O=C(c1nn(-c2ccccc2)c(=O)c2ccccc12)N1CCN(c2ccccn2)CC1 | 1.6 | -3 | 2 | 0.5 | 93 | 2 | -3 | 1.6 | 2.4 | -7 | 21
37 | COC(=O)c1sc(C(F)(F)F)c(-c2ccccc2)c1S(=O)(=O)N(C)C | 1.3 | 2 | -2 | -3.1 | 96 | -3 | 15 | 1.5 | 1.2 | -1 | 37
38 | O=C(Nc1ccnn1C1CCN(CCCC2CCCC2)CC1)c1ccccc1 | 0.3 | -68 | -10 | 1.3 | / | -2 | -6 | 0.2 | -1.1 | -7 | 8
39 | Cc1cc(C(=O)COC(=O)c2n[nH]c(=O)c3ccccc23)c(C)n1C(C)C | -0.9 | 17 | -11 | 1.4 | / | -11 | -6 | 2.2 | -3.1 | -8 | -9
